Bioassay records as filed in PubChem.
GluA2 TARP mod – modulators of GluA2-stargazin AMPA receptor complexes, primary screen, cell-based, membrane potential dye. calls only at 30 µM. actives 3.5% (n = 40,000). AID 1259245, 2017. HEK293 GluA2+stargazin, membrane potential dye (FDSS), glutamate EC50; hits were called plate by plate, in both directions;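 active = any of four per-well response measures lying three or more SD from its plate-wide compound average, in either direction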
Target sequence (O88602 whole entry, looked up): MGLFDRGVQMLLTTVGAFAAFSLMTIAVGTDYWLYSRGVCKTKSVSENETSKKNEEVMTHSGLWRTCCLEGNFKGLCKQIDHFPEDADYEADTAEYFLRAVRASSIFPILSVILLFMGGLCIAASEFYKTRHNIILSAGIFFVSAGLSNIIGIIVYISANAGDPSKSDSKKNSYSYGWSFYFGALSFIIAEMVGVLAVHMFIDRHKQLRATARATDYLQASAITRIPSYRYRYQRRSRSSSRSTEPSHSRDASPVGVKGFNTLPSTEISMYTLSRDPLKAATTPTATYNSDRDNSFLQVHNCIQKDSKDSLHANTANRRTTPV
Target sequence (P19491 whole entry, looked up): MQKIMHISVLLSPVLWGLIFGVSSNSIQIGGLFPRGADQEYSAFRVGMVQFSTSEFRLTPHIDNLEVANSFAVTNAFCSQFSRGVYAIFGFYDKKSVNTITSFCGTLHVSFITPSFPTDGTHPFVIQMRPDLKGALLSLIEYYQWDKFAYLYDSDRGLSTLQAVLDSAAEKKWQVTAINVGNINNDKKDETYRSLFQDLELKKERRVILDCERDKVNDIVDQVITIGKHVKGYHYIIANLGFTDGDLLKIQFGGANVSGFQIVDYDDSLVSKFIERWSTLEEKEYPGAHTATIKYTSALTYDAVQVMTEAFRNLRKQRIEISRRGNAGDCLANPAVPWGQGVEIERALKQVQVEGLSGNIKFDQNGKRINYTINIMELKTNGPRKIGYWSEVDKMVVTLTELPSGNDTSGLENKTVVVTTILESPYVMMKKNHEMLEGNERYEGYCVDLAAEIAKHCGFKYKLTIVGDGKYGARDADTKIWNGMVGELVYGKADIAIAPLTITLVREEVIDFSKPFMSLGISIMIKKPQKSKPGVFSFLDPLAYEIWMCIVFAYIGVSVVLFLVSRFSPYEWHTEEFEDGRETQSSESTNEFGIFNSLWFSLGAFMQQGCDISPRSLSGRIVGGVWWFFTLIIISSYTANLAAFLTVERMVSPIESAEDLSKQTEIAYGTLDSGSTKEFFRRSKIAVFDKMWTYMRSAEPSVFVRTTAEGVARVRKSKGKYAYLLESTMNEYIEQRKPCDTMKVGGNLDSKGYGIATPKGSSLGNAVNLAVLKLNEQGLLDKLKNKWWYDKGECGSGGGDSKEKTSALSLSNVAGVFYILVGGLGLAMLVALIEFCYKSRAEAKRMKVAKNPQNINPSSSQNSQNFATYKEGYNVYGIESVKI
GluA2 TARP mod agonism max-min – recorded beside GluA2 TARP mod, whose call it bears; compound max-min signal; compound-alone response (agonism);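 unitless range of fluorescence divided by baseline over first 100 seconds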
GluA2 TARP mod glutamate slope – recorded beside GluA2 TARP mod, whose call it bears; glutamate slope, % of max; measured here: glutamate response slope, % max;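 scaled per plate between vehicle wells and maximal 1 mM glutamate control wells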
Active calls of the source: *; i = inactive. Some of the compounds tested; count on the stated rates, not on these rows.

canonical_smiles: CCCNC(=O)c1c(N)n(Cc2ccccc2OC)c2nc3ccccc3nc12
  GluA2 TARP mod = i
  GluA2 TARP mod agonism max-min = 0.15
  GluA2 TARP mod glutamate slope = 59
canonical_smiles: CCCCn1c(C)c(C(C)=O)c2cc(O)ccc21
  GluA2 TARP mod = i
  GluA2 TARP mod agonism max-min = 0.034
  GluA2 TARP mod glutamate slope = 50
canonical_smiles: Cc1ccc2nc(N(CCN3CCOCC3)C(=O)Cc3cccc4ccccc34)sc2c1
  GluA2 TARP mod = i
  GluA2 TARP mod agonism max-min = 0.034
  GluA2 TARP mod glutamate slope = 59
canonical_smiles: c1sc(CN2CCNCC2)nc1C1CC1
  GluA2 TARP mod = i
  GluA2 TARP mod agonism max-min = 0.022
  GluA2 TARP mod glutamate slope = 46
canonical_smiles: O=C(Nc1ccc(Br)cc1C(=O)c1ccccc1)c1ccno1
  GluA2 TARP mod = i
  GluA2 TARP mod agonism max-min = 0.082
  GluA2 TARP mod glutamate slope = 60
canonical_smiles: CCC1C(=O)NC(=O)NC1=O
  GluA2 TARP mod = i
  GluA2 TARP mod agonism max-min = 0.1
  GluA2 TARP mod glutamate slope = 69
canonical_smiles: O=C(Cc1cccc2ccccc12)N(CCN1CCOCC1)c1nc2ccccc2s1
  GluA2 TARP mod = i
  GluA2 TARP mod agonism max-min = 0.12
  GluA2 TARP mod glutamate slope = 56
canonical_smiles: Cc1cc(C)n(CCN2CCN(C(=O)Cc3cccs3)CC2)n1
  GluA2 TARP mod = i
  GluA2 TARP mod agonism max-min = 0.13
  GluA2 TARP mod glutamate slope = 46
canonical_smiles: CCOc1ccc(CNCCc2c(C)[nH]c3ccc(Cl)cc23)cc1
  GluA2 TARP mod = i
  GluA2 TARP mod agonism max-min = 0.076
  GluA2 TARP mod glutamate slope = 3
canonical_smiles: NCCN1CCN(c2ccc(F)cc2)CC1
  GluA2 TARP mod = i
  GluA2 TARP mod agonism max-min = 0.065
  GluA2 TARP mod glutamate slope = 32

Random excerpt: 6 records from the list
canonical_smiles: O=C(Nc1ccc(Br)cc1C(=O)c1ccccc1)c1ccno1
  GluA2 TARP mod = i
  GluA2 TARP mod agonism max-min = 0.082
  GluA2 TARP mod glutamate slope = 60
canonical_smiles: CCCNC(=O)c1c(N)n(Cc2ccccc2OC)c2nc3ccccc3nc12
  GluA2 TARP mod = i
  GluA2 TARP mod agonism max-min = 0.15
  GluA2 TARP mod glutamate slope = 59
canonical_smiles: Cc1cc(C)n(CCN2CCN(C(=O)Cc3cccs3)CC2)n1
  GluA2 TARP mod = i
  GluA2 TARP mod agonism max-min = 0.13
  GluA2 TARP mod glutamate slope = 46
canonical_smiles: NCCN1CCN(c2ccc(F)cc2)CC1
  GluA2 TARP mod = i
  GluA2 TARP mod agonism max-min = 0.065
  GluA2 TARP mod glutamate slope = 32
canonical_smiles: c1sc(CN2CCNCC2)nc1C1CC1
  GluA2 TARP mod = i
  GluA2 TARP mod agonism max-min = 0.022
  GluA2 TARP mod glutamate slope = 46
canonical_smiles: CCCCn1c(C)c(C(C)=O)c2cc(O)ccc21
  GluA2 TARP mod = i
  GluA2 TARP mod agonism max-min = 0.034
  GluA2 TARP mod glutamate slope = 50

Carrying on:
canonical_smiles: COc1ccc(C)c2sc(N(CCN3CCOCC3)C(=O)COc3ccccc3)nc12
  GluA2 TARP mod = i
  GluA2 TARP mod agonism max-min = 0.13
  GluA2 TARP mod glutamate slope = 63
canonical_smiles: c1csc(CCNC2CC2)c1
  GluA2 TARP mod = i
  GluA2 TARP mod agonism max-min = 0.036
  GluA2 TARP mod glutamate slope = 45
canonical_smiles: COc1ccc(CNC(=O)c2c(N)n(Cc3ccco3)c3nc4ccccc4nc23)cc1
  GluA2 TARP mod = i
  GluA2 TARP mod agonism max-min = 0.11
  GluA2 TARP mod glutamate slope = 61
canonical_smiles: COc1ccc(/C=C2\Oc3cc(OC(=O)N(C)C)ccc3C2=O)c(OC)c1
  GluA2 TARP mod = i
  GluA2 TARP mod agonism max-min = 0.12
  GluA2 TARP mod glutamate slope = 56
canonical_smiles: CCCc1cc2c(=O)c(-c3ccc4c(c3)OCCO4)coc2cc1OC(=O)N(C)C
  GluA2 TARP mod = i
  GluA2 TARP mod agonism max-min = 0.033
  GluA2 TARP mod glutamate slope = 52
canonical_smiles: CCOc1ccc(-n2nnnc2CN2CCN(C(=O)COc3ccccc3F)CC2)cc1
  GluA2 TARP mod = i
  GluA2 TARP mod agonism max-min = 0.058
  GluA2 TARP mod glutamate slope = 66
canonical_smiles: CC(C)N(CC#CCNS(=O)(=O)N(C)C)C(C)C
  GluA2 TARP mod = i
  GluA2 TARP mod agonism max-min = 0.12
  GluA2 TARP mod glutamate slope = 51
canonical_smiles: COc1ccc(C)c2sc(N(CCN3CCOCC3)C(=O)COc3ccc(Cl)cc3)nc12
  GluA2 TARP mod = i
  GluA2 TARP mod agonism max-min = 0.13
  GluA2 TARP mod glutamate slope = 58
canonical_smiles: O=C(Nc1ccc(OC(=O)N2CCCC2)cc1)N1CCOCC1
  GluA2 TARP mod = i
  GluA2 TARP mod agonism max-min = 0.078
  GluA2 TARP mod glutamate slope = 53
canonical_smiles: Cc1ccc2nc(N(CCN3CCOCC3)C(=O)COc3ccccc3)sc2c1
  GluA2 TARP mod = i
  GluA2 TARP mod agonism max-min = 0.035
  GluA2 TARP mod glutamate slope = 46
canonical_smiles: O=C(NCC1CCN(C(=O)Oc2ccccc2)CC1)NC(c1ccccc1)c1ccccc1
  GluA2 TARP mod = i
  GluA2 TARP mod agonism max-min = 0.086
  GluA2 TARP mod glutamate slope = 57
canonical_smiles: C#CC1(OCC(O)CNC2CCCCC2)CCCCC1 (stereo not drawn)
  GluA2 TARP mod = i
  GluA2 TARP mod agonism max-min = 0.043
  GluA2 TARP mod glutamate slope = 45
